PLC-beta3 inh: inhibitors of human phospholipase C beta3. Q01970. inhibition, % at 12.2 µM. Purified PLC-beta3, fluorogenic substrate, fluorescence. AID 720704. hit rate 0.18% among 370,000; in the data active = inhibition above about 11%;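 note: 0% = median of compound wells on plate and 100% = full blocker control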
sPLA2-III inh: Blocks human group III sPLA2 activity | Q9NZ20 | QFRET BODIPY PC-A2 liposome hydrolysis, fluorescence | inhibition, % at 12.2 µM | hit rate 0.56% among 370,000 | AID 743126;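 active = inhibition above mean plus 3 SD of compounds lying within the high and low control bounds, cut at about 19% in these data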;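 note: 0% = median of test compound wells and 100% = no enzyme DMSO wells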
ASAP1 inh: ASAP1 ArfGAP inhibition; ASAP1-stimulated ARF1 GTP hydrolysis, GDP FP detection; hit rate 0.19% among 360,000; inhibition, % at 16.5 µM; in the data active = inhibition above about 25%;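 note: 0% = vehicle with enzyme and substrate and 100% = no enzyme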
KLK7 zymogen act: activators of human kallikrein-7 zymogen | AID 652039 | purified proKLK7, EDANS-DABCYL substrate fluorescence; 100% is mature enzyme control, 0% vehicle | hit rate 0.9% among 370,000 | P49862 | activation, % at 7 µM;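 active = activation above the mean of all tested compounds plus 3 SD, computed per campaign excluding outliers beyond control limits, cut at about 13% in these data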
Target sequence (P49862 whole entry, looked up): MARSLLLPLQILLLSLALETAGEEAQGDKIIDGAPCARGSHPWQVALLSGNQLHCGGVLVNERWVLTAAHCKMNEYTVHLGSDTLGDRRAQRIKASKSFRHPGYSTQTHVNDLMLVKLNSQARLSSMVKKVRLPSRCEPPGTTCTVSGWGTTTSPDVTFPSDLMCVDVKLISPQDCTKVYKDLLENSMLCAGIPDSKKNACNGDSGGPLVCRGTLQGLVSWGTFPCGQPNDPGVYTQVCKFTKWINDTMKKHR
Tn7 DDE FP: disrupts Tn7 cyclic peptide binding to fibrin D-Dimer-E complex; AID 720508; inhibition, % at 8.3 µM; P02675; hit rate 0.13% among 370,000; FP displacement of FITC-Tn7 peptide from fibrin DD(E); 0% = median of compound wells per plate;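 active = inhibition above the mean of compounds falling within the control limits plus 3 SD of them, cut at about 14% in these data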;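 note: 0% = plate median of compound wells and 100% = 10 µM Aha-Tn7 peptide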
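Measure: % inhibition scaled between sample-field median and high-control FP; Test system: human fibrin DD(E); Quantity: 2 µM final DD(E) protein; Doses: one dose, 8.3 µM nominal; Schedule: compound with protein 10 min, then 3 h after probe, room temperature; Detection: fluorescence polarization; Medium: Tris buffer with calcium and detergent, pH 7.8.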
UHRF1 binding: blocks human UHRF1 binding to methylated DNA; Q96T88; hit rate 0.75% among 370,000; inhibition, % at 4.4 µM; UHRF1 binding to methylated oligo, TR-FRET; AID 687016; in the data active = inhibition above about 21%;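 note: UHRF1 SRA domain binding a hemimethylated CpG hairpin DNA probe; 0% = median of test compound wells and 100% = reference inhibitor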
Target sequence (Q96T88 whole entry, looked up, the tested form may be a part): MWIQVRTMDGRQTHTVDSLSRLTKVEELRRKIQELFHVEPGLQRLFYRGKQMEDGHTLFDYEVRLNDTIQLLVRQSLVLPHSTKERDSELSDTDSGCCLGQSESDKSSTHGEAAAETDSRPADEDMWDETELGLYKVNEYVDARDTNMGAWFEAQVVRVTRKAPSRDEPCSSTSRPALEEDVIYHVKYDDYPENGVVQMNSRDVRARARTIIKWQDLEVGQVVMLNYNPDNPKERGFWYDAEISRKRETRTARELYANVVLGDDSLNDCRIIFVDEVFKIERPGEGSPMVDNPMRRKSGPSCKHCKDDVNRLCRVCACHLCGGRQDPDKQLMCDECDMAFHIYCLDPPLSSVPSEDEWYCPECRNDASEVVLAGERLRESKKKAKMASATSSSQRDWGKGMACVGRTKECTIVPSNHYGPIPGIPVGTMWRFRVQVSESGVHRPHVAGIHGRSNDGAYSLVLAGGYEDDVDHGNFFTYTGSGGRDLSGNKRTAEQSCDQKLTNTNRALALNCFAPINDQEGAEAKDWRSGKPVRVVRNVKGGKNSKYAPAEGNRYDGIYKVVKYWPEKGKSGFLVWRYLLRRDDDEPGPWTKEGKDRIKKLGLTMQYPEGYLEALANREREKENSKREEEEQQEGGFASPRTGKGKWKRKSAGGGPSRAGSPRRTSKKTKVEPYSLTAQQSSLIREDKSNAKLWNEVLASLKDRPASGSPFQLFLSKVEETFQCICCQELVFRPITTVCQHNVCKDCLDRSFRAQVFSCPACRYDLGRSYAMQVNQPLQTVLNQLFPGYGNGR
DDE Tn6 FP inh: disrupts Tn6 cyclic peptide binding to fibrin D-Dimer-E complex. inhibition, % at 8.3 µM. hit rate 0.21% among 370,000. P02675. Fibrin DD(E) TRITC-Tn6 fluorescence polarization displacement;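 active = inhibition above a per-campaign cutoff: mean of compounds within control limits plus 3 SD, cut at about 15% in these data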;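 note: 0% = median of all compound wells on the plate and 100% = blocking peptide control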
PLC-gamma1 inh: blocks human PLC-gamma1 enzyme activity; inhibition, % at 12.2 µM; purified PLC-gamma1, fluorogenic substrate, fluorescence; hit rate 0.84% among 370,000; P19174; in the data active = inhibition above about 9.5%
ARFGAP1 inh: inhibitors of rat ARFGAP1 | inhibition, % at 16.5 µM | hit rate 0.26% among 360,000 | Arfgap1-stimulated ARF1 GTP hydrolysis, GDP FP detection | AID 651572;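 active = inhibition above a per-plate limit, mean inhibition of low control wells plus 3 SD, cut at about 25% in these data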;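 note: 0% = DMSO wells with enzyme and 100% = wells lacking Arfgap1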
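Material: rat Arfgap1 catalytic domain, aa 1-136; also added: human ARF1(Δ1-17)-GTP substrate; compound dosing: one concentration, 16.5 µM, DMSO 1.26%; incubation: GTP hydrolysis reaction 2 h at 25 °C; measured by: Tracer-displacement fluorescence polarization with EDTA stop, 620/688 nm; evaluation: % inhibition from polarization; repeats: one replicate per compound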
Rev-erbA mod: modulators of human Rev-erb alpha DNA binding. P20393. Rev-erbα–FITC-DNA binding, fluorescence polarization, 90 min. activity, % at 10 µM. hit rate 0.79% among 370,000. AID 1259318;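 active = activity above about 14%, limit read from the data; passing the limit was not always enough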;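 note: 0% = DMSO wells with 35 nM protein and 100% = DMSO wells with 750 nM protein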
An asterisk follows results filed as active; i = inactive.

SMILES	PLC-beta3 inh	sPLA2-III inh	ASAP1 inh	KLK7 zymogen act	Tn7 DDE FP	UHRF1 binding	DDE Tn6 FP inh	PLC-gamma1 inh	ARFGAP1 inh	Rev-erbA mod
Cc1nc([N+](=O)[O-])nn1C12CC3CC(CC(Cl)(C3)C1)C2	0	10	14	-0.5	-1	2	-4	7	3	1
COc1ccc(C2=NN(C(=O)CCC(=O)O)C(c3ccc(OC)cc3)C2)cc1 (centres undefined)	-6	-4	13	0.8	0	-2	0	-4	1	5
O=S(=O)(c1ccc(F)cc1)N1CCCc2nc(-c3ccc(F)cc3)ccc21	-2	0	-13	-0.5	6	0	5	1	-2	-2
C=CCn1cc(Cl)c(=O)n(CC=C)c1=O	3	0	2	-0.4	-2	0	5	4	11	6
O=C1CN(C(=O)CSc2nnnn2C2CC2)c2ccccc2N1	-4	0	2	-0.3	-6	0	-1	-6	3	2
COc1ccc(N2C(=O)c3ccccc3NC23CCCC3)cc1	0	4	8	1.0	-15	1	-8	-4	8	3
CCCc1cc(NCCCN2CCOCC2)n2c(nc3ccccc32)c1C#N	i	0	2	-11	-1	4	9	-454	-17	2
CNc1cc(C)nc(-n2nc(C)cc2C)n1	4	9	-2	0.7	2	2	-8	0	14	1
Cc1cc(C)c(S(=O)(=O)NCCc2ccncc2)c(C)c1	-4	-1	-3	-0.7	3	-1	-6	2	-1	-3
COc1ncnc2c1ncn2CCCNCc1ccc2c(c1)OCO2	2	12	3	-0.4	-6	0	2	0	9	2
O=C1CCCN1CCCNc1nc2c(S(=O)(=O)c3ccc(Br)cc3)nnn2c2ccccc12	-4	-3	3	-0.2	-2	-2	-4	3	2	31*
C=CCOc1ccc(/C=N/NC(=O)CN(c2cc(Cl)ccc2OC)S(=O)(=O)c2ccc(C)c([N+](=O)[O-])c2)cc1	0	0	-2	0.0	2	1	6	3	-3	5
CCOc1ccc(NC(=O)CSc2nnc(N)s2)c([N+](=O)[O-])c1	4	3	-1	0.4	0	-3	2	1	-18	1
O=C(c1cc(COc2ccc(F)cc2Cl)on1)N1CCCC(OCc2cccnc2)C1 (centres undefined)	-7	-9	-2	-0.3	-3	2	-3	2	1	2
O=C(Nc1c(-c2ccc(Cl)cc2)[nH][nH]c1=O)c1ccccc1Cl	-1	-5	3	1.0	4	-8	1	-1	3	-2
CN1CCN(c2ccc(CNC(=O)c3ccc4c(c3)OCCO4)cc2)CC1	-2	-1	1	-0.2	2	5	2	4	6	-1
O=C(CC1CCCCC1)N=C1SC2CS(=O)(=O)CC2N1c1ccccc1 (centres undefined)	-2	4	10	-0.1	-1	-2	0	5	10	5
O=c1cc2c(n[nH]1)-c1ccccc1CC2	-8	-1	3	-0.1	-3	2	4	3	4	-4
COc1cc2ncnc(NCc3cccc(Cl)c3)c2cc1OC	0	-9	-13	-0.4	0	3	1	0	9	-1
O=S(=O)(Nc1nc2ccccc2nc1NCCO)c1cccc(Cl)c1	-53	-34	-1	1.7	-7	1	-3	-38	-4	-5
Cc1cc(C)c(S(=O)(=O)N/N=C/c2ccc([N+](=O)[O-])o2)c(C)c1	-16	4	12	0.0	2	1	6	-2	-4	-1
COCCN(Cc1ccccc1)C(=O)c1c(C)nn(-c2ccccc2)c1C	-6	-3	-10	-0.1	4	0	-5	1	-16	-7
Cc1ccc(S(=O)(=O)Nc2ccc3cn[nH]c3c2)cc1	-4	-21	-9	-0.1	-2	-1	3	6	12	-1
O=[N+]([O-])c1ccccc1S(=O)(=O)Nc1ccc(S(=O)(=O)N2CCCC2)cc1	-4	-4	11	0.6	-7	-1	-1	7	-13	3
OC(COc1ccccc1)CN1CCN(c2ncccn2)CC1 (centres undefined)	3	4	9	0.5	-4	4	-9	4	12	5
COc1ccc(S(=O)(=O)N2CCCCCC2)cc1C(=O)N(C)Cc1ccc(F)cc1	-3	-4	-18	0.2	-1	-2	-4	6	3	2
COc1cccc(/C=C/C(=O)OCC(=O)c2ccccc2)c1OC	-48	-14	-3	-0.3	4	-1	3	-48	9	0
O=C(Nc1ccc(Br)cn1)c1cccc(S(=O)(=O)N2CCCC2)c1	-2	7	17	-0.3	4	1	-6	3	4	0
CCOC(=O)N1CCN(Cc2ccc(O)c3ncccc23)CC1	-3	3	-9	0.2	0	-2	9	-5	-5	-1
CCN(CC)CCNC(=O)Cn1c(-c2ccccn2)nc2ccccc21	-12	-4	-9	0.3	2	-4	-2	-6	-10	1

Taken from above, 11 compounds:
SMILES	PLC-beta3 inh	sPLA2-III inh	ASAP1 inh	KLK7 zymogen act	Tn7 DDE FP	UHRF1 binding	DDE Tn6 FP inh	PLC-gamma1 inh	ARFGAP1 inh	Rev-erbA mod
O=C(CC1CCCCC1)N=C1SC2CS(=O)(=O)CC2N1c1ccccc1 (centres undefined)	-2	4	10	-0.1	-1	-2	0	5	10	5
O=c1cc2c(n[nH]1)-c1ccccc1CC2	-8	-1	3	-0.1	-3	2	4	3	4	-4
COc1cc2ncnc(NCc3cccc(Cl)c3)c2cc1OC	0	-9	-13	-0.4	0	3	1	0	9	-1
O=S(=O)(Nc1nc2ccccc2nc1NCCO)c1cccc(Cl)c1	-53	-34	-1	1.7	-7	1	-3	-38	-4	-5
Cc1cc(C)c(S(=O)(=O)N/N=C/c2ccc([N+](=O)[O-])o2)c(C)c1	-16	4	12	0.0	2	1	6	-2	-4	-1
COCCN(Cc1ccccc1)C(=O)c1c(C)nn(-c2ccccc2)c1C	-6	-3	-10	-0.1	4	0	-5	1	-16	-7
Cc1ccc(S(=O)(=O)Nc2ccc3cn[nH]c3c2)cc1	-4	-21	-9	-0.1	-2	-1	3	6	12	-1
O=[N+]([O-])c1ccccc1S(=O)(=O)Nc1ccc(S(=O)(=O)N2CCCC2)cc1	-4	-4	11	0.6	-7	-1	-1	7	-13	3
OC(COc1ccccc1)CN1CCN(c2ncccn2)CC1 (centres undefined)	3	4	9	0.5	-4	4	-9	4	12	5
COc1ccc(S(=O)(=O)N2CCCCCC2)cc1C(=O)N(C)Cc1ccc(F)cc1	-3	-4	-18	0.2	-1	-2	-4	6	3	2
COc1cccc(/C=C/C(=O)OCC(=O)c2ccccc2)c1OC	-48	-14	-3	-0.3	4	-1	3	-48	9	0

Further structures:
SMILES	PLC-beta3 inh	sPLA2-III inh	ASAP1 inh	KLK7 zymogen act	Tn7 DDE FP	UHRF1 binding	DDE Tn6 FP inh	PLC-gamma1 inh	ARFGAP1 inh	Rev-erbA mod
CCc1cccc(NC(=O)C2CCN(S(=O)(=O)c3ccc4[nH]c(=O)ccc4c3)CC2)c1	3	-3	-14	0.0	-7	0	-4	-2	-6	5
COCCNCCCCOc1ccccc1-c1ccccc1	6	-3	5	0.8	-7	4	4	4	3	3
COc1ccc(C)cc1NC(=O)CNC(c1ccccc1)c1ccc(C)cc1 (centres undefined)	-1	-3	-7	0.3	7	-2	5	2	5	7
O=C(CSc1nnc(CNC(=O)c2ccccc2)o1)NCc1ccccc1	-3	4	0	-0.4	0	0	3	-2	13	3
Cc1cc(OCC(=O)OCC(=O)Nc2ccc(Cl)cn2)ccc1Cl	-15	4	-1	-0.4	-1	0	3	-2	10	7
COc1ccc(N(C(=O)C(C)C)S(=O)(=O)c2ccc3ccccc3c2)cc1	-8	-1	-6	-0.4	7	-4	-2	-1	-5	7
CCOc1cc(C(C(=O)NCC2CCCO2)N(C(=O)Cn2nnc3ccccc32)c2ccc(OC)c(OC)c2)ccc1O (centres undefined)	-11	7	-10	0.5	2	3	-5	0	6	8
COc1ccc(CCNC(=O)c2cn3ccc(C)cc3n2)cc1OC	-14	5	11	0.1	1	0	12	-2	2	1
O=C(CNC(=O)c1ccccc1)c1ccccc1	2	-3	-3	-0.1	5	-4	11	2	7	-4
Cn1ncc(Cl)c1C(=O)N1CCN(c2ncccn2)CC1	-3	0	-2	0.5	5	-2	-2	-6	2	2
COc1cccc2sc(NC(=O)c3ccc(S(=O)(=O)N4CCOCC4)cc3)nc12	-25	-17	6	1.5	-1	1	-10	-21	17	6
CCN(CC)C(=O)Cn1c(C)c(/C=C/c2cc[n+](C)cc2)c2ccccc21	-97	-13	8	0.5	-16	-222	-5	-78	2	158*
O=C(NC(c1ccc(Cl)cc1)c1cnccn1)C1CCN(Cc2ccccc2)CC1 (centres undefined)	-2	2	-7	0.2	1	-1	-3	0	-7	6
COc1ccc(S(=O)(=O)NCc2ccccc2Cl)cc1OC	3	-7	6	0.3	11	2	1	4	-8	-5
CC(=O)c1c(C)[nH]c(C(=O)OCC(=O)Nc2ccc3[nH]c(=O)[nH]c3c2)c1C	-13	-26	8	0.3	-4	-1	-5	-10	-3	-9
COc1ccc(-c2cc3c(=O)n(CC(=O)N4CCCC4)ncn3n2)cc1	-7	7	-12	0.1	-3	3	-1	-1	11	3
CCOC(=O)/C(=C\c1ccc([N+](=O)[O-])cc1)C(=O)c1cc(C(C)=O)c(Nc2ccccc2)s1	0	-12	-1	0.0	-1	0	4	0	-14	3
CCN(c1ccc(NC(=O)COC(=O)CCC(=O)c2ccc(F)cc2)cc1)C(C)C	-2	7	4	0.2	5	6	-2	2	1	1
COc1ccc(O)c(C(=O)c2cnc3onc(C)c3c2)c1	-41	6	-11	-0.5	-6	6	-8	-34	-2	-2
O=C(Nc1ccc(Cl)cc1)c1ccc2c(c1)OCO2	-1	-7	1	-0.3	0	-1	-1	0	-9	10
CCCCc1ccc(NC(=O)CSc2nc(=O)n3cc(C)ccc3n2)cc1	-2	4	7	0.0	8	2	0	3	8	7
CCN(CC(=O)Nc1ccc(NC(C)=O)cc1)C(=O)C1CC(=O)N(Cc2ccc(C)cc2)C1 (centres undefined)	-2	11	-5	-0.6	5	21*	3	3	-7	-3
COc1ccc(NC(=O)CN(C)C(=O)C2CC(=O)N(c3ccc4c(c3)OCCO4)C2)cc1 (centres undefined)	-4	-2	-8	0.2	-2	-3	-1	4	-8	3
CN1CCN(c2nc(-c3cccnc3)nc3scc(-c4ccccc4)c23)CC1	-24	-5	-7	-0.9	6	-1	-1	-12	-13	2
Nc1ccc(Cl)c(-c2nc3ncccc3o2)c1	-132	1	-4	0.2	6	-3	2	-108	0	5
COc1ccc(S(=O)(=O)N2CCN(C(=O)c3cc(C4CC4)nn3-c3ccccc3)CC2)cc1OC	0	-1	5	-0.2	3	0	-6	2	-3	2

Given with values under each structure: entries from further up.
Every second line gives: PLC-beta3 inh, sPLA2-III inh, ASAP1 inh, KLK7 zymogen act, Tn7 DDE FP, UHRF1 binding, DDE Tn6 FP inh, PLC-gamma1 inh, ARFGAP1 inh, Rev-erbA mod
> O=C(CNC(=O)c1ccccc1)c1ccccc1
→ 2, -3, -3, -0.1, 5, -4, 11, 2, 7, -4
> Cn1ncc(Cl)c1C(=O)N1CCN(c2ncccn2)CC1
→ -3, 0, -2, 0.5, 5, -2, -2, -6, 2, 2

Compound activity as filed in PubChem BioAssay.
